Bioassay records (PubChem)
Rab2 wt GTP: changes GTP binding to wildtype dog Rab2A, up or down; P61105; GST-Rab2 wt beads, Bodipy-GTP binding, flow cytometry; hit rate 0.19% among 190,000; GTP binding activity, % at 10 µM; AID 760;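 active means GTP binding activity at least 20 points away from 100%, either lowered or raised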;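 further: 0% = beads with excess unlabeled GTP and 100% = no-compound control corrected for plate trend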
GSH bead fluor: GSH bead compound fluorescence profile. GSH beads flow cytometry, compound fluorescence 488/530 nm; active compounds read high. fluorescence (KMESF) at 10 µM. hit rate 0.25% among 190,000; in the data active means fluorescence above about 89;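 further: glutathione beads carrying GST-tagged Bcl family fusion proteins plus one bare bead set; values are compound well signal with DMSO vehicle wells as background; inactives centre near 16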
Rab7 wt modul: dog Rab7 wildtype GTP binding, inhibitors and activators | GST-Rab7 beads, fluorescent GTP binding, flow cytometry; actives lie on both sides; untreated = 100%, excess cold GTP = 0% | hit rate 0.055% among 190,000 | GTP binding activity (percent of control), % at 10 µM;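 active means fluorescent GTP binding to Rab7 beads changed by at least 20 points from the 100% baseline, either direction, mostly lower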;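 further: median green fluorescence of bound Bodipy-FL-GTP per Rab7 bead population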
ABCG2 inh: human ABCG2 inhibition, ABCB1 as counter-screen; Q9UNQ0; hit rate 0.1% among 190,000; IgMXP3 cells, JC-1 efflux, flow cytometry; inhibition, % at 6.6 µM;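 active means inhibition above 80%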;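 further: 0% = DMSO and 100% = nicardipine control wells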
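Assay system – ABCG2 IgMXP3 and barcoded ABCB1 CCRF-Adr cell mix · Input – 3 million cells/mL in well · Reagent – JC-1 fluorescent substrate · Compound – single test compound dose, 6.6 µM final · Timing – 10 min exposure at 25 °C with rotation, no wash · Detection – flow cytometry of retained JC-1 fluorescence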
Rac1 wt modul: human Rac1 wildtype GTP binding, inhibitors and activators | AID 757 | GTP binding activity (% of control), % at 10 µM | GST-Rac1 beads, fluorescent GTP binding, flow cytometry; actives lie on both sides; 0 = cold GTP competed, 100 = untreated | P63000 | hit rate 0.27% among 190,000;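 active means GTP binding activity at least 20 points away from the 100% control level, either lower or higher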
Avidin fluor: avidin bead compound fluorescence profile | Avidin beads, compound fluorescence 488/530 nm, flow cytometry; active compounds read high | fluorescence (KMESF) at 10 µM | hit rate 0.38% among 220,000; in the data active means fluorescence above about 47; further: inactives centre near 10
Pf gamet viab: kills late stage P. falciparum gametocytes | P. falciparum stage V gametocytes, ATP luminescence, 24 h | inhibition, % at 10.9 µM | hit rate 0.065% among 150,000;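 active means inhibition above the mean plus 3 SD of compounds within the control limits, set per campaign, cut at about 38% in these data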;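 further: 0% = DMSO wells and 100% = medium only without gametocytes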
HRas wt GTP bind: modulators of GTP binding to human HRas wildtype; P01112; AID 759; hit rate 0.14% among 190,000; GST-Ras wt beads, Bodipy-FL-GTP binding, flow cytometry; actives lie on both sides; GTP binding activity, % at 10 µM;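 active means GTP binding activity at least 20% away from the 100% baseline, either lowered as inhibitor or raised as activator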;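 further: 0% = unlabeled GTP competition control and 100% = no-compound control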
Target sequence (P01112 whole entry, looked up): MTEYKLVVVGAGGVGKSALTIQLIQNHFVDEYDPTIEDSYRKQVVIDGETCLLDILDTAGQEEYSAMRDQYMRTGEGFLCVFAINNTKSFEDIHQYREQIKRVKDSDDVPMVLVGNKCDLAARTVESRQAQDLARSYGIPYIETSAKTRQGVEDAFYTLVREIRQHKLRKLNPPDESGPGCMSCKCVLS
Cdc42 wt GTP: modulators (inhibitors or activators) of GTP binding to human Cdc42 wildtype | percent activity (GTP binding), % at 10 µM | hit rate 0.2% among 190,000 | GST-Cdc42 beads, Bodipy-GTP binding, flow cytometry; actives lie on both sides;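 active means percent activity GTP binding at least 20 points away from the 100% baseline, either down as inhibitor or up as activator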;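 further: median bead fluorescence of bound Bodipy-FL-GTP at 100 nM; 0% = excess unlabeled GTP control and 100% = no compound control; below 100% means less GTP binding so inhibitor and above means activator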
Target sequence (P60953 whole entry, looked up): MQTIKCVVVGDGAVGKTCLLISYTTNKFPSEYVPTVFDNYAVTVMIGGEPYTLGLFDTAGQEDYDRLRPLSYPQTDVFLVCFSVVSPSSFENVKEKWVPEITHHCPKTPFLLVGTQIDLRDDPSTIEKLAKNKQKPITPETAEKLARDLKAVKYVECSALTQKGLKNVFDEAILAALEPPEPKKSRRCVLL
Rac1 mut GTP: modulators of GTP binding to human Rac1 activated mutant. GST-Rac1 activated beads, fluorescent GTP binding, flow cytometry; actives lie on both sides; 100% means binding = to untreated wells. hit rate 0.11% among 190,000. P63000. percent activity (GTP binding), % at 10 µM;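 active means GTP binding at least 20 percentage points away from the 100% baseline, in either direction, so actives lie on both sides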
ABCB1 inh: inhibitors of human ABCB1 transporter, ABCG2 counter-screen; P08183; CCRF-Adr cells, JC-1 efflux, flow cytometry; inhibition, % at 6.6 µM; hit rate 0.067% among 190,000; AID 1326; in the data active means inhibition above about 40%;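 further: 0% = vehicle and 100% = reference inhibitor; higher value means more JC-1 retained so stronger ABCB1 efflux block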
The depositor's hits bear a star; / = not tested or not shown. Rows were taken by chance; about 1.1% have a hit in one of these screens.

nr	structure	Rab2 wt GTP	GSH bead fluor	Rab7 wt modul	ABCG2 inh	Rac1 wt modul	Avidin fluor	Pf gamet viab	HRas wt GTP bind	Cdc42 wt GTP	Rac1 mut GTP	ABCB1 inh
1	Cc1ccc(NC(=O)c2cccc(NC(=O)/C=C/c3ccco3)c2)cc1C	97	11	100	-12	105	11	-11	99	101	100	-0.7
2	Cc1ccc(S(=O)(=O)N(C)C)cc1NC(=O)COC(=O)COc1ccccc1[N+](=O)[O-]	99	16	98	8	97	11	/	98	98	96	0.3
3	COc1ccc(NCCNc2ccc(OC)cc2)cc1	106	19	97	9	104	6	8	105	108	103	1.5
4	CC(C)N1C(=O)S/C(=C/c2ccc(Sc3nc4ccccc4[nH]3)o2)C1=O	97	9	99	5	100	16	9	100	99	99	/
5	CCCc1nc2ccccc2c(NC(=O)CN(CC)CC)c1CC	98	/	101	3	97	5	14	98	95	98	1.4
6	Cc1c(F)cccc1NC(=O)CSCC(=O)Nc1ccccc1	101	42	101	1	102	11	1	100	103	98	0.1
7	Cc1ccsc1CN1CCN(c2ccccn2)CC1	99	13	101	0	98	39	-22	100	101	98	0.2
8	CC(=O)c1cc(CN2CCN(CC=C(C)C)C(CCO)C2)cs1 (stereo not drawn)	99	13	106	0	100	1	-34	99	96	96	1.2
9	O=C(c1ccc(F)cc1)N1CCN(c2cc(=O)[nH]nc2-c2ccccc2)CC1	101	28	96	1	102	14	/	102	103	101	0.5
10	O=C(Oc1nsnc1N1CCOCC1)N1CCOCC1	103	13	103	3	103	43	-17	102	102	100	0.4
11	COc1ccc2[nH]c(=O)c(CN(C)C(=O)C3CCCCC3)cc2c1	99	6	95	2	101	12	/	98	99	98	0.7
12	O=C(c1cccn(Cc2ccc(C(F)(F)F)cc2)c1=O)N1CCOCC1	99	14	104	-1	101	11	-38	99	101	96	0.0
13	Cc1ccc(C)c2[nH]c(=O)c(CCNC(=O)CC(C)(C)C)cc12	103	20	100	1	106	9	/	101	107	100	-1.6
14	S=C(Nc1ccccc1)N1CCN(C(=S)Nc2ccccc2)CC1	96	63	97	1	102	26	19	98	96	94	0.6
15	Cc1cc(C)c2nc(SCC#N)cc(C)c2c1	100	22	100	16	107	19	/	101	103	99	-0.3
16	Cc1cc(C)nc(N2CCC(C(=O)NCCc3ccccc3)CC2)n1	101	15	99	-2	100	6	/	99	98	94	0.5
17	Oc1ccc(C=Nc2ccccc2-c2nc3ccccc3[nH]2)cc1	95	12	99	23	102	10	3	95	102	97	0.3
18	Cc1noc(C)c1COC(=O)CCCc1c[nH]c2ccccc12	106	258*	114	3	113	6	/	109	110	104	0.4
19	Cc1ccc(NC(=O)c2cncc(Br)c2)c(O)c1	100	27	102	7	99	13	/	101	97	96	-0.1
20	O=C(c1ccccc1)N1CCN(C2CCCCC2)CC1	97	25	97	-1	106	6	/	98	98	100	0.0
21	O=C(Nc1ccc(Cl)cc1)[C@@H]1[C@@H]2C(=O)N(c3ccc(Cl)cc3Cl)C(=O)[C@@H]2[C@H]2C=CC=NN21	95	36	95	0	93	11	/	95	93	93	0.1
22	CC(Cl)C(=O)c1c(N)n(C)c(=O)n(C)c1=O (stereo not drawn)	101	12	104	0	103	11	/	102	103	101	0.0
23	CC(C)c1ccc(NS(=O)(=O)c2ccc3[nH]cc(C(=O)N4CCC(C(N)=O)CC4)c(=O)c3c2)cc1	98	27	99	7	99	9	/	99	97	97	0.0
24	COc1cc(C(=O)Nc2nc(-c3cc(C)ccc3C)c(C)s2)ccc1OCC(=O)Nc1ccc(F)cc1	99	18	102	2	102	8	-8	98	96	97	0.4
25	CSc1nsc(SC)c1C(=O)O	98	11	100	-1	101	24	1	97	99	96	-0.1
26	COc1ccccc1NC(=O)CN(Cc1ccco1)C(=O)c1ccc(Cl)nc1	94	10	98	2	95	13	-3	95	94	95	0.7
27	C#CCSc1nc2ccccc2n1C(=O)c1ccc(S(=O)(=O)N2CCCCC2)cc1	94	6	99	1	102	1	1	99	100	99	0.0
28	Cc1cc(C)nc(CC(N)=O)n1	102	4	99	3	108	7	/	102	105	102	0.3
29	Cc1ccc(O)c(C(CC(=O)NCc2cccnc2)c2ccccc2)c1 (stereo not drawn)	100	12	96	3	94	9	-14	98	99	94	0.8
30	COc1cc2c(C#N)c(N3CCCCC3)nc(N)c2c(N)n1	92	5	96	0	99	8	/	96	96	98	0.1
31	O=C(COC(=O)c1cc(NS(=O)(=O)c2cccs2)ccc1O)Nc1cc(Cl)ccc1Cl	98	14	99	3	97	9	7	97	95	95	0.0
32	CCC(=O)Oc1ccc(C(=O)Nc2c[nH]c(=O)[nH]c2=O)cc1	99	8	103	0	104	5	/	102	103	101	0.1
33	Cc1cc(C)n(-c2nc(C)nc3sc4c(c23)CCC(C)C4)n1 (stereo not drawn)	100	26	96	2	102	20	/	100	103	98	0.4
34	COc1ccccc1N1CCN(C(=O)c2ccccc2Oc2ccccc2)CC1	99	5	100	1	101	12	/	98	99	98	1.2
35	Cc1occc1-c1nnc(SCC(=O)N2CCCc3ccccc32)n1Cc1ccco1	98	17	95	3	103	6	10	98	101	100	1.8
36	O=C(Nc1ccc(F)cc1)N1CCOCC1	97	23	100	1	103	26	6	99	100	97	0.5
37	CCN(CC)S(=O)(=O)c1ccc(NC(=O)c2cccs2)cc1	98	15	97	1	96	11	/	96	96	97	0.1
38	COC(=O)C(C)(C(=O)OC)c1ccc(C(F)(F)F)cc1[N+](=O)[O-]	95	18	94	5	98	9	-23	99	98	93	0.2
39	CC(=O)c1c(C)[nH]c(C(=O)OCc2c(F)cccc2Cl)c1C	101	17	101	2	100	9	10	98	100	95	0.2
40	Cn1cc(S(=O)(=O)N2CCN(C(=O)c3ccco3)CC2)c(=O)n(C)c1=O	96	22	100	1	100	6	/	96	94	97	0.5
41	Cc1csc(NC(=O)C2CCCN(S(=O)(=O)c3ccc4c(c3)oc(=O)n4C)C2)n1 (stereo not drawn)	96	29	100	0	96	7	/	96	97	96	0.0
42	CC(C)OC(=O)c1sc2nc(-c3ccccc3)ccc2c1N	104	9	101	2	108	22	/	105	108	102	-0.1
43	CCCCn1c(=O)[nH]c(=O)c2c1nc(-c1cc3c(cc1Br)OCO3)n2C	95	9	91	1	94	27	5	92	95	95	0.1
44	CCOC(=O)c1cccc(NC(=O)/C=C/c2ccc([N+](=O)[O-])cc2)c1	101	6	103	-3	104	14	-2	103	103	100	-0.7
45	C[C@H]1CC[C@H]2C(=O)N[C@H](Cc3ccccc3)C(=O)N2[C@@H]1c1ccccc1	101	19	100	-5	105	9	/	102	100	99	0.9
46	C/C(=N\NC(=O)C(C)n1nc(C)c([N+](=O)[O-])c1C)c1ccccc1O (stereo not drawn)	101	15	102	16	102	13	/	100	101	100	1.5
47	CCOC(=O)CC1C(=O)NCCN1Cc1cccs1 (stereo not drawn)	94	17	97	3	97	9	16	96	96	95	0.6
48	CNS(=O)(=O)c1cnccc1N1CCN(c2cccc(C(F)(F)F)c2)CC1	98	8	97	3	98	34	0	98	98	96	0.6
49	COCCNCC(=O)N1CCCCCC1	99	9	105	-1	101	25	/	99	99	96	0.2

Part of the list above in order of formula weight, rising:
nr	structure	Rab2 wt GTP	GSH bead fluor	Rab7 wt modul	ABCG2 inh	Rac1 wt modul	Avidin fluor	Pf gamet viab	HRas wt GTP bind	Cdc42 wt GTP	Rac1 mut GTP	ABCB1 inh
47	CCOC(=O)CC1C(=O)NCCN1Cc1cccs1 (stereo not drawn)	94	17	97	3	97	9	16	96	96	95	0.6
32	CCC(=O)Oc1ccc(C(=O)Nc2c[nH]c(=O)[nH]c2=O)cc1	99	8	103	0	104	5	/	102	103	101	0.1
38	COC(=O)C(C)(C(=O)OC)c1ccc(C(F)(F)F)cc1[N+](=O)[O-]	95	18	94	5	98	9	-23	99	98	93	0.2
37	CCN(CC)S(=O)(=O)c1ccc(NC(=O)c2cccs2)cc1	98	15	97	1	96	11	/	96	96	97	0.1
46	C/C(=N\NC(=O)C(C)n1nc(C)c([N+](=O)[O-])c1C)c1ccccc1O (stereo not drawn)	101	15	102	16	102	13	/	100	101	100	1.5
40	Cn1cc(S(=O)(=O)N2CCN(C(=O)c3ccco3)CC2)c(=O)n(C)c1=O	96	22	100	1	100	6	/	96	94	97	0.5
48	CNS(=O)(=O)c1cnccc1N1CCN(c2cccc(C(F)(F)F)c2)CC1	98	8	97	3	98	34	0	98	98	96	0.6
